Rpn11 block = blocks the human proteasome subunit Rpn11. human 26S proteasome, Ub4-pepOG fluorescence polarization; 20S core pre-blocked with epoxomicin. O00487. calls only at 20 µM. 360,000 compounds, 0.59% hits;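 active = inhibition at 20 µM, scaled to each plate's controls, above about 33%, limit read from the data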
Target sequence (O00487 whole entry, looked up): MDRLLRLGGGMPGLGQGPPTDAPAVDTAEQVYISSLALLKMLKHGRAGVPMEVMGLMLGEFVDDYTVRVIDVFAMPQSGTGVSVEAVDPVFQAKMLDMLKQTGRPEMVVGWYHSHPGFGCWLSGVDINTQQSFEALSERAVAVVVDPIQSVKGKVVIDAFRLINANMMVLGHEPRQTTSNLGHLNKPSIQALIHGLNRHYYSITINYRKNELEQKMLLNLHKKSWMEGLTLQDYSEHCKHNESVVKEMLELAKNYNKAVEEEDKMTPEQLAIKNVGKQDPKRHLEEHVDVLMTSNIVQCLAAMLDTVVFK
Tb MetRS inh = blocks T. brucei methionyl-tRNA synthetase activity; purified T. brucei MetRS, ATP depletion, Kinase-Glo luminescence; inhibition, % at 11.9 µM; 360,000 compounds, 0.4% hits; AID 624268;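 active = inhibition above a per-plate cutoff of the control wells' mean inhibition plus 3 SD, cut at about 5.5% in these data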;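 note: 0% = DMSO wells median and 100% = median of wells with control inhibitor compound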
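Test system: purified T. brucei MetRS enzyme. Also added: ATP, methionine and E. coli bulk tRNA substrates. Compound: 11.9 µM single point. Schedule: 15 min enzyme-compound preincubation, 2 h reaction, 10 min detection, 25 °C. Signal: luciferase luminescence of residual ATP, Kinase-Glo. Evaluation: percent inhibition versus plate control medians. Controls: DMSO wells, low control.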
CSN inh = blocks human CSN-mediated cullin deneddylation. Q92905. Purified CSN, SCF-Nedd8-OG deneddylation, fluorescence polarization. inhibition, % at 12.5 µM. 360,000 compounds, 0.38% hits. AID 651999;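 active = pattern-corrected inhibition above about 35%, with an unprinted fluorescence ratio check between 0.5 and 1.5, limit read from the data, passing the limit was not always enough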;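 note: 0% = enzyme with substrate and 100% = substrate without enzyme; some results filed as inactive read as strong as hits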
Target sequence (Q92905 whole entry, looked up, one chain of several): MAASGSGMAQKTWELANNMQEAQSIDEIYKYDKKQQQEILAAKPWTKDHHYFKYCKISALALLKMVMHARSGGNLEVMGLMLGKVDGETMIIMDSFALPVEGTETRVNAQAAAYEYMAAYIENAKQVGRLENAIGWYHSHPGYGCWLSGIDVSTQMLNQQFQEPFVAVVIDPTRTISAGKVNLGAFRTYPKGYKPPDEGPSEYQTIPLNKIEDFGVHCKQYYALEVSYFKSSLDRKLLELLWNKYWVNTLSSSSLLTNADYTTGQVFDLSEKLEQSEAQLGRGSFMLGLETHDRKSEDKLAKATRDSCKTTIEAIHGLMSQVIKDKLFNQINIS
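Test system: purified human Csn5 enzyme expressed in HEK293T cells. Amount: 0.24 nM enzyme. Reagent: SCFSkp2-Nedd8OG substrate at 10 nM final. Schedule: 90 min incubation of compound, enzyme and substrate at room temperature. Detection: fluorescence polarization. Read-out: % inhibition of substrate cleavage by Csn5.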
SUMO1 PPI mod = alters human SUMO1 binding to SIM partners; P63165; inhibition, % at 20 µM; SUMO1 binding to a labelled peptide, TR-FRET, 1 h; 360,000 compounds, 0.33% hits; in the data active = inhibition above about 37%
NadD block = inhibitors of Staphylococcus aureus NadD. inhibition, % at 20 µM. purified NadD enzyme, colorimetric absorbance read-out. 360,000 compounds, 0.78% hits. AID 602399; in the data active = inhibition above about 26%; note: some compounds past the cut are filed as inactive
MsrA inh = inhibits bovine methionine sulfoxide reductase A; AID 651718; inhibition, % at 15.5 µM; purified bovine MsrA, absorbance read-out; 360,000 compounds, 0.75% hits; in the data active = inhibition above about 4.5%;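 note: 0% = vehicle wells with enzyme and 100% = reference inhibitor wells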
Scp1 inh = blocks human Scp-1 phosphatase activity. Recombinant Scp1, phosphopeptide, malachite green phosphate absorbance. inhibition, % at 20 µM. 340,000 compounds, 0.88% hits. AID 493091;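 active = inhibition above about 50% at 20 µM, limit read from the data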;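 note: plate controls were DMSO wells with enzyme for no effect and wells lacking enzyme for full effect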
Target sequence (Q9GZU7 76-261 limits assumed): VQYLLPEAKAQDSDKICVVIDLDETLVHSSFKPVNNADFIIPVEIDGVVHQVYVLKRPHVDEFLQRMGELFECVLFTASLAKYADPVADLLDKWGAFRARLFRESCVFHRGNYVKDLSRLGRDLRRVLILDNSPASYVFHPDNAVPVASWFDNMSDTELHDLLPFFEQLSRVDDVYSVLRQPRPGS
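Times: enzyme reaction 45 min at room temperature, colour 5 min, stabilisation 30 min. Material: SCP-1 catalytic fragment, aa 76-261. Medium: Acidic Tris acetate buffer with magnesium and detergent. Signal: colorimetric free-phosphate detection, absorbance 630 nm. Read-out basis: % inhibition of SCP-1 phosphate liberation. Reagent: Phosphorylated 17-residue peptide substrate.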
STEP inh = blocks human striatal-enriched tyrosine phosphatase; recombinant STEP, OMFP fluorogenic substrate, fluorescence; 360,000 compounds, 0.25% hits; P54829; inhibition, % at 20 µM;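 active = inhibition at 20 µM, scaled per plate between control wells, above about 37%, limit read from the data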;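 note: 0% = DMSO with enzyme and substrate and 100% = substrate only without enzyme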
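System: STEP phosphatase, cell-free reaction; Buffer or medium: Bis-Tris pH 6.0 buffer with DTT, detergent; Incubation: 20 min at room temperature, dark; Measured by: fluorescence, 480/540 nm.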
DNMT1 block = blocks human DNA methyltransferase DNMT1 | inhibition (reported as % activation of signal), % at 10 µM | DNMT1 molecular beacon, Hinp1I cleavage, fluorescence | P26358 | AID 588458 | 360,000 compounds, 0.83% hits; in the data active = inhibition above about 50%
LMPTP inh = LMPTP (human) inhibition; 360,000 compounds, 0.22% hits; recombinant LMPTP-A, OMFP fluorogenic substrate, fluorescence intensity; P24666; inhibition, % at 20 µM;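 active = compounds that cut the enzyme signal by at least half of the control window in the single-dose screen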;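 note: plate controls were DMSO wells with enzyme plus substrate for no effect and substrate without enzyme for full effect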
Target sequence (P24666 whole entry, looked up): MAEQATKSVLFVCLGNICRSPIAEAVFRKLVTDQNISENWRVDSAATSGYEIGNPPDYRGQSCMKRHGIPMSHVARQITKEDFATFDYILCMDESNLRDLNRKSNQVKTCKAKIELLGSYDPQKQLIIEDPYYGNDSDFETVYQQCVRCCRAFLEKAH
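Material: LMPTP-A; amount: 0.625 nM enzyme; doses: single 20 µM dose; times: reaction 50 min, room temperature, dark; technique: fluorescence intensity of OMFP turnover product; benchmarks: no-enzyme and uninhibited controls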
Numbers without * were called inactive; i = inactive; x = not tested or not shown; + = active, no number.

SMILES	Rpn11 block	Tb MetRS inh	CSN inh	SUMO1 PPI mod	NadD block	MsrA inh	Scp1 inh	STEP inh	DNMT1 block	LMPTP inh
Cn1ccc2c(-c3ccc(CO)cc3)cc3c(c21)C1CCC3C1 (centres undefined)	i	-0.4	-7	-8	-7	0.2	x	3	-1	3.5
CCNc1cc(Nc2c(C)n(C)n(-c3ccccc3)c2=O)c([N+](=O)[O-])c2nonc12	i	0.2	1	-20	-1	2.6	-4	-2	-5	-1.2
CCOC(=O)C1CCCN(C(=O)c2cnn3c(C(F)F)cc(-c4ccc(C)cc4)nc23)C1 (centres undefined)	i	-0.9	3	-14	-4	29*	-7	1	-2	1.2
CCc1cccc(C)c1NC(=O)COC(=O)C1CC(=O)N(CCc2ccc(OC)c(OC)c2)C1 (centres undefined)	i	0.1	-6	-6	-6	-2.4	-10	2	-1	-0.1
CCCCn1c(N)c(N(CCOC)C(=O)CN2C(=O)NC3(CC(C)CC(C)(C)C3)C2=O)c(=O)[nH]c1=O (centres undefined)	i	-0.5	-1	0	1	0.8	2	-3	-1	-1.0
CC1=C(C(=O)Nc2ccccn2)C(c2ccc(Br)cc2)n2ncnc2N1 (centres undefined)	i	0.0	-1	3	3	3.2	-1	-2	-1	-1.6
Cc1nn(-c2ccccc2)c(C)c1-c1nnc(-c2c(C)nn(-c3ccccc3)c2C)o1	i	0.6	-1	3	-8	-0.8	-13	-4	-4	2.4
Cc1ccc2nc(Cl)c(CN(Cc3cccs3)C(=O)C3CC3)cc2c1	i	-0.8	-2	-1	1	-0.1	10	1	1	0.5
CCCNC(=O)C(Cc1cccc(Cl)c1)NC(=O)c1ccc(C#N)cc1 (centres undefined)	i	0.0	-1	-1	1	-1.4	-8	3	6	-1.7
N#Cc1c2n(c3c(=O)[nH]cnc13)CCCC2	i	-0.4	1	-3	3	-0.2	-5	-2	5	-1.6
O=C(O)c1ccc2nc(C(F)(F)F)[nH]c2c1	i	-0.4	-1	5	1	0.6	6	2	6	-0.1
C/C=C/c1ccc(OCCn2nnc3ccccc32)c(OC)c1	i	-0.5	2	3	-1	-0.9	-5	4	2	5.2
Cn1nnnc1SCC(=O)Nc1ccccc1-c1ccccc1	i	-2.3	7	2	6	0.3	2	-5	3	-1.3
Cc1c(Cl)cccc1NC(=O)CNc1cccc(C(F)(F)F)c1	i	-1.2	0	-1	-6	-0.9	-4	-1	0	1.6
CCOc1cc(C#N)c(NC(=O)c2ccnn2C)cc1OCC	i	-0.1	-2	0	-3	0.2	18	-1	0	-0.1
N#C/C(=C/c1ccc2c(c1)OCO2)C(=O)Nc1ccc(O)cc1	i	-0.6	-9	-8	-8	2.0	3	-2	-2	-1.1
COc1ccc(S(=O)(=O)N2CCCC(C(=O)NCc3ccccn3)C2)cc1Cl (centres undefined)	i	-0.2	2	-6	-4	0.0	-5	3	3	-0.4
CCc1cc2cc(OC)ccc2nc1SCC(=O)Nc1cc(OC)c(OC)cc1C(=O)O	i	-0.1	0	5	15	2.5	3	3	-1	1.0
C/C(=N\NC(=O)C1CC1(C)c1ccccc1)c1ccco1 (centres undefined)	i	-0.6	-5	-2	0	-0.7	-1	-1	0	-0.2
CCCCCCCNC(=O)CC(NS(=O)(=O)c1ccc(NC(C)=O)cc1)C(C)C (centres undefined)	i	-0.6	2	-3	1	-0.5	-6	-1	6	0.3

Full records, looked up by structure:
CCc1cc2cc(OC)ccc2nc1SCC(=O)Nc1cc(OC)c(OC)cc1C(=O)O in the list: Rpn11 block: i; Tb MetRS inh: -0.1; CSN inh: 0; SUMO1 PPI mod: 5; NadD block: 15; MsrA inh: 2.5; Scp1 inh: 3; STEP inh: 3; DNMT1 block: -1; LMPTP inh: 1.0
Cn1nnnc1SCC(=O)Nc1ccccc1-c1ccccc1 in the list: Rpn11 block: i; Tb MetRS inh: -2.3; CSN inh: 7; SUMO1 PPI mod: 2; NadD block: 6; MsrA inh: 0.3; Scp1 inh: 2; STEP inh: -5; DNMT1 block: 3; LMPTP inh: -1.3

New compounds follow
SMILES	Rpn11 block	Tb MetRS inh	CSN inh	SUMO1 PPI mod	NadD block	MsrA inh	Scp1 inh	STEP inh	DNMT1 block	LMPTP inh
CC(=O)Nc1ccc2nc(NC(=O)COc3ccccc3)sc2c1	i	-0.1	-8	-4	-9	0.1	-3	-2	1	-1.3
CC1(C)CC2(CCO1)OC(=O)CC2C(=O)Nc1cccc2ccccc12 (centres undefined)	i	0.0	0	-1	-8	0.2	0	2	-2	-2.2
CC1CCN(CCC(=O)Nc2nccs2)CC1	i	0.4	2	-7	2	-1.4	-3	9	0	-2.2
CC(C)c1nc2ccc(Br)cn2c1NC1CCCC1	i	-0.9	-3	-1	-8	0.7	4	-4	-4	-1.1
O=C(Nc1ccccc1)c1ccc(S(=O)(=O)NCc2cccnc2)cc1	i	-0.1	4	4	3	1.0	-4	-2	-1	0.6
Cn1c(SCc2ccccc2C#N)nc2ccccc2c1=O	i	-0.2	8	4	-8	-1.2	-10	0	-2	2.6
Cc1c(C(=O)NCc2ccc(Cl)c(Cl)c2)sc(=O)n1Cc1ccc(S(C)(=O)=O)cc1	i	1.1	-1	0	12	-0.3	x	0	-10	0.1
COc1cc(/C=C2\SC(=S)N(NC(=O)c3ccccc3OC)C2=O)ccc1O	+	0.1	5	-33	13	2.1	-15	0	-2	3.3
O=C1CCCN2N=C(SCC(=O)N3CCCCC3)SC2=N1	i	-0.2	0	1	-1	1.3	-9	-3	1	2.3
COc1ccc(CCNC(=O)c2ccc(CS(=O)(=O)Cc3cccc(C)c3)o2)cc1OC	i	-0.4	-1	0	3	0.7	-4	-1	0	-2.4
Nc1cc2c(cc1Cl)-c1ccccc1C2=NO	i	0.2	-4	-20	0	0.4	7	-6	-6	3.0
CC(C(=O)N1CCCC1)N1CCN(S(=O)(=O)c2ccccc2)CC1 (centres undefined)	i	-0.2	-1	-1	1	0.4	-6	-2	4	-1.5
Cc1ccc(C)c(OCCCC(=O)Nc2ccccc2C(N)=O)c1	i	0.0	-1	4	-2	-1.8	-7	0	-15	-0.3
O=C(NCc1ccccc1)c1cc(C2CCCCN2C(=O)c2cccs2)on1 (centres undefined)	i	0.1	-1	-4	0	0.9	x	-2	-2	-1.6
C/C=C(/C)C(=O)O[C@@H]1c2c(ccc3ccc(=O)oc23)O[C@@H]1C(C)(C)OC(C)=O	i	-0.4	-4	-3	-17	0.6	-2	1	0	-0.7
CC(Sc1ccc(S(=O)(=O)N2CCN(C)CC2)cn1)C(=O)NC1CCCC(C)C1C (centres undefined)	i	-0.2	5	0	-4	-0.2	x	-2	3	-2.0
CC(NS(=O)(=O)c1ccccc1)C(=O)NCCc1ccccn1 (centres undefined)	i	-0.5	-3	-3	-5	-0.7	-8	1	1	-0.1
COc1ccccc1OS(=O)(=O)c1ccc(NC(C)=O)cc1	i	-0.8	-2	6	-5	0.1	-5	-3	0	-1.7
CCC(C)NCCCCOc1ccc(Cl)cc1C (centres undefined)	i	2.2	-4	-1	-10	-1.0	-8	-3	2	-0.2
CCCN(CC(=O)Nc1cc(Cl)ccc1Cl)C(=O)/C=C/c1cc(OC)ccc1OC	i	0.2	-3	2	-12	0.6	-13	-1	-5	5.6
NC(=S)N/N=C/c1cn(-c2ccccc2)nc1-c1cccnc1	i	-0.8	-2	5	-5	2.0	-1	0	1	5.0
Cc1cc(/C([O-])=C(/C(=S)Nc2ccc(F)cc2)[n+]2ccccc2)c(C)n1Cc1ccccc1Cl	i	-0.3	8	-2	20	0.9	-2	-1	-12	2.4
COc1cc(C(=O)NCC2CCCO2)ccc1OCc1ccc(Cl)cc1Cl (centres undefined)	i	0.4	3	7	-5	0.2	-5	-2	-3	1.6
Fc1ccc2nc(Nc3ccccc3)sc2c1	i	0.0	-4	2	-7	-0.5	-5	-3	-1	1.9
Nc1ncnc2c1ccn2[C@H]1CN(Cc2ccc3c(c2)OCO3)C[C@@H](COC(=O)c2ccccc2)O1	i	-0.1	-3	-5	9	-0.7	x	1	-2	-0.6
COc1ccccc1C(=O)Nc1ccc(N2CCCCC2)cc1	i	-0.7	7	0	3	1.4	0	-2	-8	0.7
COc1cccc(/C=N/NC(=O)C(=O)N/N=C/c2cccc(OC)c2OC)c1OC	i	-0.7	1	0	-1	0.9	-2	-5	14	-0.4
Cc1ccc(C(=O)NC2=NCCS2)cc1Cl	i	0.0	-1	7	-5	x	-12	-1	5	-2.5
CN(CC1CCOCC1)C(=O)CC1C(=O)NCCN1Cc1cccc(C(F)(F)F)c1 (centres undefined)	i	0.3	-1	0	1	1.1	-7	0	-6	-3.9
COc1ccc(C=C2SC(=O)NC2=O)cc1OC	i	-0.1	4	-11	2	3.1	-10	1	-1	-6.5
CCOC(=O)CSc1nc(-c2ccccc2)nc2c1oc1ccccc12	i	-0.8	-3	10	-21	-0.6	-1	3	-2	-1.3
COc1cc2c(cc1NC(=O)COc1ccccc1OC)oc1ccccc12	i	0.5	-5	-1	-8	-1.0	-9	-8	11	-1.1
Cn1c(N)c(C(=O)COC(=O)Cc2ccccc2F)c(=O)n(C)c1=O	i	-0.2	0	3	2	-0.9	-10	0	-2	-1.6
COc1ccccc1NC(=O)CCCC(=O)OCC(F)(F)C(F)F	i	-0.9	3	-3	-2	0.1	-2	2	9	-1.3
CCn1c(SCC(=O)NC2CC2)nnc1-c1cccs1	i	0.2	-3	-1	-1	0.1	-4	0	5	-2.3
O=C(N/N=C/C=C/c1ccccc1)NC1CCCCC1	i	-1.1	-1	-14	1	0.3	7	1	2	0.2
COc1cc(C=NO)nc(-c2ccccn2)c1	i	-0.4	1	0	-1	-1.2	-10	-2	-2	-0.4
Cc1ccc(C(=O)Nc2ccc3ccccc3n2)cc1	i	-1.4	3	2	0	0.8	-6	0	2	-0.2
O=C(NCc1ccccc1Cl)c1ccc(NC2=NC3CS(=O)(=O)CC3S2)cc1 (centres undefined)	i	-0.2	-2	-2	-4	0.1	-1	0	6	-0.7
OC(c1ccc(-c2ccccc2)cc1)c1ncc(-c2ccccc2)[nH]1 (centres undefined)	i	-0.3	7	2	4	-0.3	x	-1	-8	1.4
